# PRMT1 FP inh: PRMT1 (human) inhibition, primary screen | inhibition, % at 2.79 µM | recombinant PRMT1, activity-based probe fluorescence polarization | hit rate 1.3% among 370,000;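 active = inhibition above about 21% made by adding two undisclosed values, limit read from the data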
# DDE Tn7 FP inh: DD(E)-Tn7 binding inhibition, primary FP screen. FP displacement of FITC-Tn7 peptide from fibrin DD(E); 0% = median of compound wells per plate. inhibition, % at 8.3 µM. hit rate 0.13% among 370,000;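 active = inhibition above the mean of compounds falling within the control limits plus 3 SD of them, cut at about 14% in these data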;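 also: 0% = plate median of compound wells and 100% = 10 µM Aha-Tn7 peptide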
# Target sequence (P02675 whole entry, looked up): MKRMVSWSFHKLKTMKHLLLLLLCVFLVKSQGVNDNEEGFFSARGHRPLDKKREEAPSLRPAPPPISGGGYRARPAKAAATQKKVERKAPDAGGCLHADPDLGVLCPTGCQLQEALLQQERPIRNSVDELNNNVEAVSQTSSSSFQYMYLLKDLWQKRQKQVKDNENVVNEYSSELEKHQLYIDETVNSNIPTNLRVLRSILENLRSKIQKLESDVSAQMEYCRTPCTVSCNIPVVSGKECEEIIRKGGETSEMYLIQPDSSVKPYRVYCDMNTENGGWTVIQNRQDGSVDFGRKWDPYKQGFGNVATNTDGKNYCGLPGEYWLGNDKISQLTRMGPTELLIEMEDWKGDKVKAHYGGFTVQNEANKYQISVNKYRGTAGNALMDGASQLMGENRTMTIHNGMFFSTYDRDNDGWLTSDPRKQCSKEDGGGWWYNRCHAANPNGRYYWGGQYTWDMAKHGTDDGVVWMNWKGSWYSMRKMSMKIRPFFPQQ
#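 Assay system: Human fibrin DD(E) protein | Medium: Tris buffer with calcium and detergent, pH 7.8 | Reagent: 0.1 µM fluorescent Tn7 | Compound dosing: Single point at 8.3 µM | Times: 10 min preincubation, 3 h with tracer, room temperature | Detection: Fluorescence polarization of the labelled Tn7 tracer | Controls: Aha-Tn7 high control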
# proKLK7 act: activates the human kallikrein-7 zymogen. purified proKLK7, EDANS-DABCYL substrate fluorescence; 100% is mature enzyme control, 0% vehicle. activation, % at 7 µM. hit rate 0.9% among 370,000;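 active = activation above the mean of all tested compounds plus 3 SD, computed per campaign excluding outliers beyond control limits, cut at about 13% in these data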
# TDP2 inh: blocks human TDP2 phosphodiesterase activity. AID 720702. inhibition, % at 12.8 µM. O95551. recombinant TDP2, T5PNP hydrolysis, p-nitrophenol absorbance 415 nm. hit rate 0.34% among 370,000;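 active = inhibition above the mean of all tested compounds plus 3 SD, set per campaign, cut at about 25% in these data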;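 also: 0% = DMSO with enzyme and 100% = buffer with substrate but no TDP2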
# Target sequence (O95551 whole entry, looked up): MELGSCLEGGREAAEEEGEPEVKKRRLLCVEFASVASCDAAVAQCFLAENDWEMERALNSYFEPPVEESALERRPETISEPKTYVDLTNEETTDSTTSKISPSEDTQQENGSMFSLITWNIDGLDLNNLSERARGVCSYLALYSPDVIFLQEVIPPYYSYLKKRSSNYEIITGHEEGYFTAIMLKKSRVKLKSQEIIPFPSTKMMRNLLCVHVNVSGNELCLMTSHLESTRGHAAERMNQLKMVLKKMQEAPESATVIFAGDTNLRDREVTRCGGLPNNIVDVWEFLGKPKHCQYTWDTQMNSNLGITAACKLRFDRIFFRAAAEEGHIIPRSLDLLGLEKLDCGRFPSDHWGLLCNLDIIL
#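 System – recombinant human TDP2 · Amount – 120 nM TDP2 per well · Buffer or medium – Mg2+-containing Tris-HCl buffer, pH 7.5 · Reagent – T5PNP substrate, 5 mM · Dosing – 12.8 µM single point, 1% DMSO · Incubation – 2 h at 37 °C · Measured by – epi absorbance · Read-out basis – percent inhibition · Benchmarks – high control without enzyme, low control DMSO plus TDP2 · Repeats – singlicate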
# TCR-CD3 inh: human TCR-CD3 binding inhibition; TAMRA-labeled TCR probe fluorescence, biochemical; inhibition, % at 9.4 µM; hit rate 0.37% among 360,000; AID 651800; in the data active = inhibition above about 19%;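 also: recombinant mutant TCR 2C K166C tagged with TAMRA read by polarization; 0% = receptor in buffer alone and 100% = receptor with positive control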
# UHRF1 binding: blocks human UHRF1 binding to methylated DNA; Q96T88; UHRF1 binding to methylated oligo, TR-FRET; inhibition, % at 4.4 µM; hit rate 0.75% among 370,000; in the data active = inhibition above about 21%;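 also: UHRF1 SRA domain binding a hemimethylated CpG hairpin DNA probe; 0% = median of test compound wells and 100% = reference inhibitor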
# SIAE primary: blocks human sialic acid acetylesterase. SIAE FP-Rh probe binding, fluorescence polarization. AID 1053197. inhibition, % at 9.66 µM. hit rate 0.69% among 370,000. Q9HAT2;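 active = inhibition above a cutoff: mean of compounds within the control limits plus 3 SD of those, cut at about 17% in these data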;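 also: 0% = plate median of compound wells and 100% = probe without SIAE protein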
# Tn6 DDE FP: inhibitors of Tn6 peptide binding to human fibrin DD(E) | Fibrin DD(E) TRITC-Tn6 fluorescence polarization displacement | inhibition, % at 8.3 µM | hit rate 0.21% among 370,000 | AID 720509;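 active = inhibition above a per-campaign cutoff: mean of compounds within control limits plus 3 SD, cut at about 15% in these data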;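 also: 0% = median of all compound wells on the plate and 100% = blocking peptide control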
# LEDGF integ inh: blocks HIV-1 LEDGF/p75-dependent DNA integration. AID 743269. hit rate 0.64% among 370,000. TR-FRET IN-LEDGF/p75 DNA integration, Eu/Cy5. inhibition, % at 3.7 µM;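 active = inhibition above the screen-wide mean plus 3 SD, cut at about 13% in these data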;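 also: signal is the Cy5 over europium emission ratio at 671 and 618 nm; 0% = plate median of compound wells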
# MBD2 DNA inh: blocks human MBD2 binding to methylated DNA; inhibition, % at 4.4 µM; hit rate 0.31% among 370,000; Q9UBB5; TR-FRET, MBD2 binding to methylated oligonucleotide; in the data active = inhibition above about 13%
# Starred values were filed as active, the others as inactive.
[1] CC(C)(C)C1CCc2c(sc(NC(=O)c3cccs3)c2C(=O)N2CCCCC2)C1 (stereo not drawn)
[2] Oc1cccc2cc(-c3ccncc3)cnc12
[3] COc1ccccc1NC(=S)NCc1ccc(Cl)cc1
[4] OC(C#CCN1CCCCC1)(c1ccccc1)c1ccccc1
[5] CCc1nc2ccc(C(=O)N(CC)CCN(C)C)cn2c1N(C)Cc1ccc(OC)cc1
[6] Cc1cccc(C)c1NC(=O)CN(C)C(=O)c1ccc(OCc2ccccc2)cc1
[7] Cn1c(CCC(=O)Nc2ccccc2F)nnc1SCC(=O)Nc1ccccc1Cl
[8] COC(=O)[C@]12C[C@H](CC(=O)N3CCCC3)C(=O)N(Cc3ccc4c(c3)OCO4)C1=C[C@H](COCc1ccccc1)O[C@@H]2C
Compound,1,2,3,4,5,6,7,8
PRMT1 FP inh,1,1,0,-1,0,-5,5,2
DDE Tn7 FP inh,-5,-3,-1,1,1,8,-3,0
proKLK7 act,-0.5,1.4,-0.4,0.4,-0.6,-0.3,0.6,0.4
TDP2 inh,4,-2,13,2,-3,-5,0,-1
TCR-CD3 inh,8,-1,3,9,0,-2,3,-6
UHRF1 binding,0,-11,-2,1,-2,-2,-2,1
SIAE primary,7,6,18*,1,0,-2,-5,0
Tn6 DDE FP,4,5,-1,-2,9,-3,-1,2
LEDGF integ inh,-2,-4,2,1,0,-1,-2,0
MBD2 DNA inh,-3,-3,-4,1,2,4,3,7

[9] CC(=O)Nc1cc2c(cc1[N+](=O)[O-])-c1ccc(F)cc1C2
[10] CC(CNC(=O)CCC(=O)N1CCOc2ccccc21)c1ccccc1 (stereo not drawn)
[11] O=C(Nc1ccccc1Cl)c1c(F)c(F)c(F)c(F)c1F
[12] CN(Cc1ccccc1)C(=O)COC(=O)c1cc(S(=O)(=O)N(C)C)ccc1N1CCCC1
[13] Cc1ccc2nc(-c3ccc(NC(=O)CN(C)S(=O)(=O)c4ccccc4)cc3)sc2c1
[14] CCCCN1C[C@H](O)[C@@H](O)[C@H](O)[C@H]1CO
[15] CCOC(=O)/C(C#N)=C1/SC(CC)C(=O)N1c1ccc(C)cc1 (stereo not drawn)
[16] COc1ccc(CNC(=O)O[C@@H]2C[C@H]3C(=O)N(c4ccccc4)C(=O)[C@H]3[C@@]3(CN(S(=O)(=O)c4ccc(C)cc4)C[C@H]3C)[C@@H]2O)cc1OC
Compound,9,10,11,12,13,14,15,16
PRMT1 FP inh,-1,-3,-1,-2,-1,2,6,-4
DDE Tn7 FP inh,-4,6,11,0,4,-6,5,-5
proKLK7 act,0.0,0.5,-0.7,0.3,0.2,-0.3,-0.5,-0.1
TDP2 inh,0,-4,-9,-2,-19,2,-4,-1
TCR-CD3 inh,-4,4,11,10,8,-6,-3,-2
UHRF1 binding,-4,1,-2,-1,4,1,4,2
SIAE primary,-1,10,4,0,-16,1,10,-10
Tn6 DDE FP,-1,6,7,-3,-1,7,6,0
LEDGF integ inh,2,-4,-2,2,1,-2,-3,-1
MBD2 DNA inh,-4,-2,-4,-4,0,2,-2,-7

[17] O=C(Nc1ccccc1)/C(=C/c1cccnc1)NC(=O)c1ccco1
[18] COc1ccc(CNc2nc3nc(C)cc(C)n3n2)cc1OC
[19] CC(=O)N1CCc2cc(S(=O)(=O)CCC(=O)N3CCC(C)CC3)ccc21
[20] CC1(C)Oc2ccc3ccc(=O)oc3c2/C(=C/NCCO)C1=O
[21] COC(=O)C1CCN(C(=O)Cn2nnc(-c3cccc(F)c3)n2)CC1
[22] COC(=O)C1=C(C)N(Cc2cccc(C(F)(F)F)c2)C(=NCc2cc(OC)c(OC)c(OC)c2)NC1c1ccccc1C(F)(F)F (stereo not drawn)
[23] COc1ccc(OC)c(C2=NOC(C(=O)NCCN3CCOCC3)C2)c1 (stereo not drawn)
[24] O/N=C(/CCc1ccccc1)c1ccc2c(c1)OCCO2
Compound,17,18,19,20,21,22,23,24
PRMT1 FP inh,-3,3,-1,2,-2,-2,-1,3
DDE Tn7 FP inh,1,7,2,-2,4,-1,-2,-4
proKLK7 act,0.2,0.0,-0.4,0.4,-0.1,-0.4,0.6,-0.9
TDP2 inh,5,6,-7,0,3,2,12,-7
TCR-CD3 inh,3,6,-10,3,11,-4,4,3
UHRF1 binding,-1,-2,0,3,-1,0,-3,1
SIAE primary,20*,5,4,1,8,2,1,4
Tn6 DDE FP,1,-3,-1,-1,4,8,1,8
LEDGF integ inh,-2,-3,2,-1,3,3,2,2
MBD2 DNA inh,-4,-5,-1,-4,1,-1,-1,1

[25] COc1cccc(COc2nc3c(c(=O)n(C)c(=O)n3C)n2C)c1
[26] CC1(C)CC(=O)C(c2c[nH]c3ccccc23)C(=O)C1
[27] N#CCC(=O)Nc1ccccc1C(=O)O
[28] O=C1N(Cc2ccccc2F)c2ccccc2C12OCCCO2
[29] C#CCOCCOCCOCCNc1nc(N2CCN(C(=O)[C@H]([C@@H](C)CC)n3cc([C@@H](N)CO)nn3)CC2)nc(N2CCN(C(=O)[C@H](CCCCN)n3cc([C@@H](N)CO)nn3)CC2)n1
[30] ClC1(Cl)CC1CSc1ncn[nH]1 (stereo not drawn)
[31] O=C(Nc1ccccc1)c1nnsc1S(=O)c1ccc(Cl)cc1 (stereo not drawn)
[32] Nc1ccc(Sc2ccccc2Cl)nc1
Compound,25,26,27,28,29,30,31,32
PRMT1 FP inh,-2,1,0,-2,-1,-3,81*,0
DDE Tn7 FP inh,-3,1,5,-2,-1,4,4,-4
proKLK7 act,0.1,-0.1,-0.7,-0.4,0.3,-0.1,-0.4,-0.2
TDP2 inh,-5,8,7,4,-10,-12,1,-4
TCR-CD3 inh,6,6,1,7,-5,2,6,-2
UHRF1 binding,6,-3,1,-2,15,-2,2,0
SIAE primary,-9,5,1,5,0,-4,0,0
Tn6 DDE FP,0,-6,0,4,-5,1,1,6
LEDGF integ inh,-2,2,-1,3,2,-2,0,3
MBD2 DNA inh,1,4,1,-5,0,0,-3,-7

[33] CCCCCN1N=C(C)CC1=O
[34] CC(C)SC1=NC(C)(C)C=C(/C=C/c2ccc(Cl)cc2Cl)N1
[35] CC(OC1=CC(=O)CCC1)C(=O)c1ccccc1 (stereo not drawn)
[36] CCN(CC)CCCNCC(=O)Nc1ccc2c(c1)CCC2
[37] Cc1nc2ccc(Cl)cc2c(-c2ccccc2)c1CC(=O)O
[38] Cc1cccc(N(CC(=O)NC2CCCCC2)C(=O)CCCC(=O)Nc2ccccn2)c1
[39] O=S(=O)(NCCNS(=O)(=O)c1c(F)cccc1F)c1ccc2c(c1)OCCO2
[40] COc1cccc(CN(C)C(=O)Nc2cccc(C(F)(F)F)c2)c1OC
Compound,33,34,35,36,37,38,39,40
PRMT1 FP inh,-2,11,8,-2,-1,-1,3,-1
DDE Tn7 FP inh,2,-1,6,0,6,2,2,-1
proKLK7 act,0.4,0.3,0.7,-0.8,-0.8,0.2,-0.2,0.2
TDP2 inh,24,-4,1,3,-1,-2,-3,6
TCR-CD3 inh,-3,-12,-10,-3,0,10,-4,1
UHRF1 binding,-7,4,3,2,2,-2,0,0
SIAE primary,5,-3,0,1,6,0,-6,-4
Tn6 DDE FP,1,-1,1,-4,2,-2,-3,3
LEDGF integ inh,7,-3,-3,2,3,-4,1,2
MBD2 DNA inh,-5,4,4,-4,5,-8,3,-2

[41] CCCCCN(C(=O)CCC(=O)OC(C)C(=O)c1ccc(CC)cc1)c1c(N)n(CCCC)c(=O)[nH]c1=O (stereo not drawn)
[42] COc1cccc(CNC(=O)COC(=O)CNC(=O)c2ccc(-c3ccccc3)cc2)c1
[43] CN1CCCNc2nc3ccccc3nc21
[44] Cc1oc2ccc(OCC(N)=O)cc2c1C(=O)OC(C)C
[45] O=c1oc(-c2ccc(Cl)cc2[N+](=O)[O-])nc2ccccc12
[46] COc1ccc(/C(O)=C2/C(=O)C(=O)N(Cc3ccco3)C2c2cccs2)cc1 (stereo not drawn)
[47] O=C(COC(=O)c1n[nH]c2ccccc12)NCCc1ccccc1
[48] COc1ccc(-c2nn(-c3ccccc3)cc2C(=O)Nc2ccc(C(=O)O)cc2)cc1OC
Compound,41,42,43,44,45,46,47,48
PRMT1 FP inh,1,3,0,3,-2,24*,0,4
DDE Tn7 FP inh,-9,8,0,4,-8,8,4,-3
proKLK7 act,-0.3,-0.3,7.3,-0.1,0.0,0.4,-0.4,0.3
TDP2 inh,0,0,-25,-7,0,0,-2,-8
TCR-CD3 inh,-3,-6,2,9,8,4,0,-1
UHRF1 binding,1,2,-1,-2,-2,-5,0,3
SIAE primary,-3,0,5,-2,3,9,1,-9
Tn6 DDE FP,1,-3,-5,1,3,0,4,-1
LEDGF integ inh,0,-3,3,-5,-2,7,1,-3
MBD2 DNA inh,-3,-1,-10,6,-1,-8,-3,-1

[49] O=c1[nH]c(CN2CCN(C/C=C/c3ccccc3)CC2)nc2ccccc12
[50] COc1ccc(C2CC(=O)C=C(NCc3ccc4c(c3)OCO4)C2)cc1 (stereo not drawn)
[51] CC(C)(C)OC(=O)N1CCC[C@H]1c1nnc(SCc2ccccc2)o1
[52] CCc1ccc(C(C)NC(=O)Cn2cnc3c(=O)n(C)c(=O)n(C)c32)cc1 (stereo not drawn)
Compound,49,50,51,52
PRMT1 FP inh,-5,2,7,0
DDE Tn7 FP inh,2,3,3,1
proKLK7 act,-0.6,0.2,0.6,-0.5
TDP2 inh,0,0,-6,10
TCR-CD3 inh,6,3,-9,2
UHRF1 binding,-4,-2,-2,-2
SIAE primary,-2,0,-3,0
Tn6 DDE FP,-6,3,2,-5
LEDGF integ inh,2,2,-4,2
MBD2 DNA inh,-6,-6,-4,-3
